Dengue inhibitors – Dengue virus cytopathic effect inhibitors, cell-based, CPE readout, HTS (AID 540333); Dengue virus CPE inhibition in host cells; active compounds read high; CPE inhibition, % at 20 µM; 10,000 compounds, 3.1% hits; in the data active = CPE inhibition mostly above about 9.1%, no sharp cut-off; inactive = mostly below about 7.2%
Numbers without * were called inactive; i = inactive. These rows are one share of the data. The share of hits here may be higher or lower than overall.

Structure	Dengue inhibitors
Cc1nc2cc3c(cc2c(C)c1C(=O)OC(C)C)OCO3	i
N#Cc1ccsc1NC(=O)CN1CCN(c2ccc(O)cc2)CC1	i
O=[N+]([O-])c1ccc2[nH]nc(-c3ccccc3)c2c1	0.1
CC(C)(C)C(=O)/C(=C/c1cccc([N+](=O)[O-])c1)n1cncn1	i
COc1cc2nc(COc3ccccc3[N+](=O)[O-])oc(=O)c2cc1OC	0.3
COc1ccccc1NC(=S)NNC(=S)Nc1ccc(OC(F)F)cc1	1.4
ClC(Cl)c1nnc(-c2ccccc2)c(-c2c[nH]c3ccccc23)n1	2.1
Cn1c(=O)n(C)c2cc([N+](=O)[O-])c(N3CCN(S(C)(=O)=O)CC3)cc21	i
CCCc1nn(C)c(C(=O)Nc2ccc(Cl)cc2)c1Cl	i
CC(=O)N1c2ccccc2[C@H](C)[C@H]1C	i
S=C1c2ccccc2CN1c1ccccc1	i
O=C(Nc1ccc([N+](=O)[O-])cc1)C1CC1(c1ccccc1)c1ccccc1 (stereo not drawn)	4.3
CCN1CCC2(CC1)N=C(c1ccc(F)cc1)C(=S)N2C(=O)c1ccc(C(C)(C)C)cc1	0.9
Cc1ccc(CN2CCN(CC(=O)N/N=C/c3c[nH]c4ccccc34)CC2)cc1	0.8
COC(C(=O)Nc1ccc(Cl)cc1C)c1ccccc1 (stereo not drawn)	1.5
Cc1cccc(NC(=O)COc2ccc(/C=N\n3cnnc3)cc2)c1	i
O=C(NN1C(=O)C2C3C=CC(C3)[C@H]2C1=O)c1cccnc1 (stereo partly drawn)	0.2
c1cncc(CNc2ncnc3ccc(-c4cccnc4)cc23)c1	1.1
COc1cccc2c(=S)c(CCC(C)=O)c(C)[nH]c12	i
COc1ccc(N2C(=O)C(Cl)=C(Nc3ccccc3OC)C2=O)cc1	0.9
COCCNC(=S)N/N=C(\C)c1ccccc1OC	0.1
O=C(NCc1ccc(-c2nc3ccccc3s2)cc1)c1ccc(Br)o1	2.7
CCOC(=O)c1cc(-c2ccccc2)nn1CC1CC(c2ccc(OC)cc2)=NO1 (stereo not drawn)	1.1
O=C(NNc1cc(N2CCOCC2)nc(N2CCOCC2)n1)C12CC3CC(CC(C3)C1)C2	0.2
COc1ccc(C)cc1NCC(=O)Nc1ccc(C(C)(C)C)cc1	15*
COC(C(=O)NC1CC1)c1ccccc1 (stereo not drawn)	i
CCOC(=O)N1N=C(C)CC1(O)c1ccccc1 (stereo not drawn)	i
Cc1ccc(/C=N/NC(=O)Cc2cccn2C)s1	i
Nc1nc(Cl)nc(N(c2ccccc2)c2ccccc2)n1	i
CCCCc1ccc(/C=C2/C(=O)ON=C2c2ccccc2)s1	i
Cc1ccc(/C=C2/C(=O)N(c3ccccc3)C(=S)N2C)o1	0.3
COc1ccc(Cc2nnc(N/N=C/c3ccccc3O)[nH]c2=O)cc1OC	i
Cc1cc(C)cc(OCC(=O)OC/C(O)=C(\C#N)c2nc3ccccc3[nH]2)c1	i
O=C(COC(=O)CCc1c[nH]c2ccccc12)NC(c1ccccc1)c1ccccc1	i
O=C(CCCN1C(=O)/C(=C/c2ccccc2Cl)SC1=S)NNC(=O)c1ccccc1Cl	7.8
COc1ccc(NS(=O)(=O)c2cccc(NC(=O)CCC(=O)c3ccc(Cl)cc3)c2)cc1	17*
CCCOc1ccc2c(CC)cc(=O)oc2c1C	0.1
Oc1ccc(N=Cc2cc(Br)c(N3CCOCC3)o2)cc1	i
CCn1c(-c2nn(C)cc2Cl)n[nH]c1=S	i
COc1ccccc1NC(c1cccnc1)c1ccc2cccnc2c1O (stereo not drawn)	0.8
NS(=O)(=O)c1ccc(N/N=C2/CCCCC2C2CCCCC2)c([N+](=O)[O-])c1 (stereo not drawn)	i
CC(=O)Nc1sc(C)c(C)c1C(=O)OCC(=O)N(CC(C)C)C1CCS(=O)(=O)C1 (stereo not drawn)	1.3
O=C(CCc1ccccc1)NNC(=O)c1ccc(NC(=O)c2ccccc2)cc1	1.6
COc1ccc(CCNC(=O)COc2ccc(S(=O)(=O)NC3CCCCC3)cc2Cl)cc1OC	2.3
CC(=O)c1ccc2c(c1)C1C=CCC1C(c1ccc(S(=O)(=O)N3CCOCC3)cc1)N2 (stereo not drawn)	i
CN1CCN(C(=S)c2ccc([N+](=O)[O-])cc2)CC1	0.1
C=CCOc1c(Br)cc(/C=N/Nc2ccc(C(=O)O)cc2)cc1OCC	0.2
O=C1NC(c2ccc(-c3ccccc3[N+](=O)[O-])o2)C(C(=O)c2ccc(F)cc2)C(O)(C(F)(F)F)N1 (stereo not drawn)	23*
S=C(NCCc1ccccc1)Nc1ccccn1	0.1
Cc1cc2c(c(C)c1CCO[C@@H]1O[C@H](CO)[C@@H](O)[C@H](O)[C@H]1O)C(=O)[C@@H](C)[C@@H]2O	4.5
O=C(NC(=S)NCc1cccnc1)c1ccccc1[N+](=O)[O-]	i
CC(Sc1ncnc2ccccc12)C(=O)Nc1ccc2c(c1)OCCO2 (stereo not drawn)	12*
Cc1ccccc1NC(=S)NCc1ccco1	0.6
CC(NC(=O)/C=C/c1ccco1)c1nc2ccccc2n1Cc1ccccc1F (stereo not drawn)	i
COc1ccc(NC(=S)N/N=C2\CC(C)(C)Oc3ccc(OC)cc32)cc1	5.4
O=C(O)CNC(=S)N(Cc1cccs1)C1CCCCC1	i
Cc1cccc(NS(=O)(=O)c2ccc3nc(-c4ccccc4)[nH]c3c2)c1C	0.7
CCCOc1ccc(C(=O)O/N=C(\CC)c2ccc(C)cc2)cc1	0.7
Cc1ccc(Cl)cc1-c1ccc(/C=N/n2cnnc2)o1	0.7
COC(=O)NNC(=O)Cc1cccc2ccccc12	i

The results go on:
Structure	Dengue inhibitors
CC(C)(C)OC(=O)N[C@H](/C=C/c1ccccc1)C(=O)OC(C)(C)C	0.9
CCCCNS(=O)(=O)c1ccc2nc(SCC(=O)Nc3cccc(F)c3)[nH]c2c1	6.0
O=C1C2CCCCC2C(=O)N1c1ccc(NC2CCCCC2)c([N+](=O)[O-])c1 (stereo not drawn)	i
COc1ccccc1-c1coc2cc(OCC(=O)OCc3ccccc3)ccc2c1=O	i
CC(C)CNC(=O)c1ccccc1NC(=O)c1ccc(CSc2ccccc2)cc1	1.0
COC(=O)C1=C(NC(C)=O)CCS1	i
O=C(CSc1nc2cc(Cl)ccc2s1)Nc1cccc(S(=O)(=O)N2CCOCC2)c1	1.9
CCOc1ccc(C(=O)NC(=S)Nc2ccc(NC(=O)CC)cc2)cc1[N+](=O)[O-]	i
O=C(CSc1ccc2ccccc2n1)NCCC1=CCCCC1	0.9
COc1cc(/C=N/NC(=O)CC2(C)OCCCO2)ccc1OCc1ccccc1	i
Cc1cccc(C)c1OCC(=O)Nc1ccc(S(=O)(=O)Nc2ccccn2)cc1	i
COc1ccccc1N1CCN(C(=O)c2ccc([N+](=O)[O-])s2)CC1	i
Cc1ccc(-n2c(SCC(=O)NCCN3C(=O)CSC3=O)nnc2-c2ccccc2F)cc1	i
CCOC(=O)C1CCN(c2ccc(C(=O)O)cc2[N+](=O)[O-])CC1	1.0
O=C(Cc1cccs1)N/N=C/c1ccco1	0.1
CNC(=O)C1Cc2ccccc2CN1S(=O)(=O)c1cccs1 (stereo not drawn)	i
O=c1cc(O)c2sc(Nc3cccc(C(F)(F)F)c3)nc2[nH]1	i
Cc1cc(SCn2nnc3ccccc3c2=O)nc2ccccc12	2.8
CCS(=O)(=O)N1Cc2ccccc2CC1C(=O)Nc1nccs1 (stereo not drawn)	i
Cc1cccc(C)c1NC(=O)CNC(=O)C(NC(=O)c1ccc(C(C)(C)C)cc1)C(C)C (stereo not drawn)	0.3
Cc1cccc(OCC(=O)Nc2cccc(C(=O)Nc3ccccc3C(=O)O)c2)c1	i
COc1cccc(C#Cc2c(CO)[nH]c3ccccc23)c1	1.8
COC(=O)c1ccc(COc2cccc3c2CCN(Cc2cccc(C)c2)C3=O)o1	0.8
CCOC(=O)C(C)(C)N(Cc1ccccc1C)S(=O)(=O)c1ccc(Cl)c([N+](=O)[O-])c1	7.1
COc1ccc(C(=O)N/N=C(\c2ccccc2)c2ccccn2)cc1	i
O=C(C1=NN[C@@H]2C(=O)N(c3cccc(F)c3)C(=O)[C@H]12)C(c1ccccc1)c1ccccc1	i
Cc1ccc2c(c1)/C(=N/N1C(=O)c3ccccc3C1=O)C(=O)N2	i
COc1cc(-c2nc(C(F)(F)F)c(OC)o2)cc(OC)c1OC	0.8
CCOC(=O)C(Cc1ccccc1)NC(=O)CNC(=O)CNC(=O)OCc1ccccc1 (stereo not drawn)	i
C=C(C)CNC(=S)N1CCNC(=O)C1CC(=O)OC (stereo not drawn)	i
O=C(NCc1cccnc1)c1cc(Cl)ccc1[N+](=O)[O-]	i
CCOC(=O)c1cc(-c2ccccc2)n(CC(=O)Nc2ccc(OC)c(OC)c2)c1C	1.1
Cc1ccccc1C(=O)NCC(=O)NNC(=S)NC(=O)c1ccccc1C	i
CCOC(=O)C1=C(N)N(c2ccccc2)C2=C(C(=O)CCC2)C1c1cccnc1 (stereo not drawn)	0.4
Cc1nc2ccccc2nc(C)c1=NOCc1ccc(C#N)cc1	i
N#CC(C#N)=NNc1ccc(S(=O)(=O)N2CCCCC2)cc1	3.6
COC(=O)c1cccc(-n2c(C)cc(C=O)c2C)c1	0.7
CCn1c(O)c(N=NC(=O)c2ccc(CSc3nncn3C)cc2)c2ccccc21	i
Cc1ccc(OC(=O)CCC(=O)NC(C)c2ccccc2)cc1 (stereo not drawn)	1.9
COc1cc(/C=C/C(=O)OCC(=O)c2c[nH]c3ccccc23)ccc1OC(F)F	i
S=c1[nH]nc(-c2ccc3ccccc3n2)n1-c1ccc2ncccc2c1	i
O=c1nc(-c2ccccc2)n(-c2ccccc2)[nH]1	i
COc1ccccc1NC(=S)c1ccccc1	i
Cc1c(C(=O)O)cccc1-c1ccc(C=O)o1	0.9
COc1ccc(N=Cc2cccc(C)c2O)cc1Cl	0.1
O=C(Nc1c(-c2ccccc2)nc2ccc(Cl)cn12)c1cccs1	1.0
CCOc1ccc(NC(=O)C(=O)N/N=C\c2ccc(CNS(=O)(=O)c3ccccc3)o2)cc1	3.7
Cc1ccc(-c2nc(N)s[n+]2-c2ccccc2)cc1	i
O=C(N/N=C/c1cccc([N+](=O)[O-])c1)c1cnccn1	1.7
CCC1CCCCN1C(=S)Nc1ccc(C(C)=O)cc1 (stereo not drawn)	0.2
COC(=O)/C(=C/c1ccccc1)NC(=O)c1ccco1	i
C[C@]12C(=O)N(c3ccc(C(F)(F)F)cc3)C(=O)N1[C@H]1c3ccccc3OC[C@@H]1[C@H]2c1ccccc1	11
CCCn1c(SC(C(=O)Nc2cccc(OC)c2)c2ccccc2)nc2ccccc2c1=O (stereo not drawn)	0.2
Cc1ccc(C)c(NC(=S)c2ccc3ccccc3n2)c1	1.5
COc1ccc(CNc2nc(-c3ccccc3)nn2C(=O)c2ccc([N+](=O)[O-])cc2)cc1	i
O=C1c2ccccc2S(=O)(=O)c2cc(C(=O)N3CCC(N4CCCC4)CC3)ccc21	5.9
COc1ccc(NC(=O)C23CC4CC(C2)CC(c2ccccc2)(C4)C3)c(OC)c1	3.7
COc1ccc(NC(=O)c2ccc3c(c2)S(=O)(=O)c2ccccc2C3=O)cc1	1.2
O=c1[nH]cnc2c1c(-c1ccccc1)cn2-c1ccc(Br)cc1	12*
O=C(NCc1cccs1)C(=O)NCC1OCCCN1S(=O)(=O)c1ccccc1 (stereo not drawn)	i

Given as labelled records: four of the compounds above.
O=C(NCc1ccc(-c2nc3ccccc3s2)cc1)c1ccc(Br)o1
  Dengue inhibitors: 2.7

CCOC(=O)c1cc(-c2ccccc2)nn1CC1CC(c2ccc(OC)cc2)=NO1 (stereo not drawn)
  Dengue inhibitors: 1.1

O=C(NNc1cc(N2CCOCC2)nc(N2CCOCC2)n1)C12CC3CC(CC(C3)C1)C2
  Dengue inhibitors: 0.2

COc1ccc(C)cc1NCC(=O)Nc1ccc(C(C)(C)C)cc1
  Dengue inhibitors: 15*

Other results follow.
Structure	Dengue inhibitors
Cc1ccc(COCCN2CCN(S(=O)(=O)c3ccc(C)cc3)CCC2=O)cc1	0.3
Cc1ccc(N(CC(=O)N/N=C/c2cccs2)S(C)(=O)=O)cc1	i
O=C(Oc1ccc(Cl)cc1)c1ccc(N2CCOCC2)c([N+](=O)[O-])c1	6.7
C=CCOc1nc2c(c(=O)n(C)c(=O)n2C)n1Cc1ccc(Cl)cc1	2.0
COc1ccccc1OCCOc1ccc(C(=O)c2ccccc2)cc1	0.5
COC(=O)CN1C(c2ccc(OC)cc2)=Nc2ccc(Cl)cc2C1c1ccccc1 (stereo not drawn)	7.8
COc1ccccc1NC(=O)CCC(=O)c1ccc(-c2ccccc2)cc1	i
CCOc1ccc(NS(=O)(=O)c2cc(NC(=O)c3ccc(C)cc3)ccc2Cl)cc1	3.6
N#Cc1ccc(Oc2nc(C#N)cc(-c3ccccc3)n2)cc1	4.8
O=C(CC(NC(=O)c1ccccc1)c1ccccc1)Nc1cccc2ccccc12 (stereo not drawn)	1.6
O=C(COC(=O)C1(c2ccc(F)cc2)CCCC1)N1CCc2ccccc21	i
CCN(CC)S(=O)(=O)c1ccc(NS(=O)(=O)c2ccc(OC)c([N+](=O)[O-])c2)cc1	i
CCCCNC(=S)N(C)/N=C/c1ccccc1F	1.5
Cc1ccc(C(c2c(C)nn(-c3ccccc3)c2N)c2c(C)nn(-c3ccccc3)c2N)cc1	0.5

Screening results: PubChem BioAssay, Southern Research Specialized Biocontainment Screening Center
